From PubChem
hiPSC survival: enhancers of human iPSC single-cell survival | hiPSC single-cell survival, ATPlite luminescence; 100% = ROCK inhibitor wells, 0% = DMSO | survival enhancement, % at 20 µM | 360,000 tested, 0.044% active | AID 602274; in the data active = survival enhancement above about 18%;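 note: cells exposed to compounds for 16 hours before the ATP read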
PDI inh: inhibitors of human protein disulfide isomerase. PDI insulin aggregation turbidity, A650, 90 min. AID 588391. P07237. inhibition, % at 10 µM. 350,000 tested, 0.052% active;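 active = mean inhibition across replicates of 30% or more, whatever share of single replicates reach that level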;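 note: absorbance from insulin aggregation driven by PDI reduction with DTT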
Granule exo inh: blocks lytic granule exocytosis. TALL-104 LAMP-1 surface exposure, flow cytometry; cells stimulated with thapsigargin and PMA. inhibition, % at 10 µM. 360,000 tested, 0.66% active. AID 651702;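 active = inhibition above about 55%, limit read from the data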
Vif inh: HIV Vif inhibition. HEK293T cells, Vif self-association by quenched fluorescence, imaging, 24 h. inhibition, % at 7.49 µM. 340,000 tested, 0.35% active. AID 602346; in the data active = inhibition above about 50%, passing the limit was not always enough; note: some results filed as inactive read as strong as hits
ABCB6 inh MLPCN: blocks the human ABCB6 transporter; Q9NP58; K562-ABCB6 porphyrin accumulation, flow cytometry, 1 h; hits give low values; fluorescence ratio to DMSO, % at 10 µM; 360,000 tested, 0.19% active; AID 602162;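 active = fluorescence ratio to DMSO below 75%, the collection mean minus 3 SD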;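 note: signal is porphyrin accumulated inside mitochondria; 100% equals median channel fluorescence of DMSO control wells; lower ratio means ABCB6 inhibition with less porphyrin fluorescence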
H9c2 protect: modulators protecting cardiomyocytes from myocardial damage | 360,000 tested, 0.63% active | H9c2 cardiomyocytes, H2O2 injury protection, ATPLite, 2 h | protection from H2O2 cell death, % at 20 µM;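 active = compounds giving at least 50% protection of heart cells from peroxide-induced death in the single-dose screen, raw or plate-pattern-corrected value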;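 note: 0% = DMSO wells with peroxide and 100% = DMSO wells without peroxide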
CaV13 ICDI inh: Primary screen for inhibitors of IQ motif and Ca2+-dependent inactivation inhibitor domain binding in CACNA1D, Förster resonance energy transfer in living cells, …. 340,000 tested, 0.098% active. AID 743397. inhibition, % at 12.3 µM. HEK cells, CFP/YFP FRET ICDI-IQ, plate reader, 10 min; percent FRET-ratio fall versus neutral wells;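 active = mean replicate inhibition of at least 30% and at least 1% of replicates passing that level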;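 note: 0% = median of the neutral control wells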
aDG glyco act: alpha-DG glycosylation activation; Pro5-aDG cells, alpha-DG glycosylation AlphaScreen (IIH6); 0% Pro5, 100% B10-LARGE cell signal; activation, % at 10 µM; 360,000 tested, 0.22% active; AID 624168;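 active = activation of at least 8% versus controls, or a plate z-score of at least 8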;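 note: Pro5 are CHO cells carrying HIG-tagged alpha-DG that lacks glycosylation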
N-glyco inh: N-linked glycosylation inhibition; reporter increase, % at 12.5 µM; D54 ERlucT glycosylation luciferase reporter, 24 h; percent of 100 nM tunicamycin response; 360,000 tested, 0.23% active;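 active = mean luciferase reporter signal, scaled so untreated is 0 and the glycosylation-blocking control 100, at or above a set limit in every replicate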;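 note: luciferase carries N-glycosylation sites so blocking glycosylation raises the light; 0% = median of neutral control wells and 100% = median of 100 nM tunicamycin wells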
HTR2A ag: mouse HTR2A agonism via beta-arrestin recruitment; CHO-K1 mHTR2A beta-arrestin complementation, luminescence; percent of 30 µM serotonin response; activation, % at 7.6 µM; AID 624169; P35363; 360,000 tested, 0.66% active;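 active = activation above a run cutoff, the mean activation of all tested compounds plus 3 SD, cut at about 14% in these data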;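 note: 0% = plate median of compound wells and 100% = 30 µM serotonin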
Target sequence (P35363 whole entry, looked up): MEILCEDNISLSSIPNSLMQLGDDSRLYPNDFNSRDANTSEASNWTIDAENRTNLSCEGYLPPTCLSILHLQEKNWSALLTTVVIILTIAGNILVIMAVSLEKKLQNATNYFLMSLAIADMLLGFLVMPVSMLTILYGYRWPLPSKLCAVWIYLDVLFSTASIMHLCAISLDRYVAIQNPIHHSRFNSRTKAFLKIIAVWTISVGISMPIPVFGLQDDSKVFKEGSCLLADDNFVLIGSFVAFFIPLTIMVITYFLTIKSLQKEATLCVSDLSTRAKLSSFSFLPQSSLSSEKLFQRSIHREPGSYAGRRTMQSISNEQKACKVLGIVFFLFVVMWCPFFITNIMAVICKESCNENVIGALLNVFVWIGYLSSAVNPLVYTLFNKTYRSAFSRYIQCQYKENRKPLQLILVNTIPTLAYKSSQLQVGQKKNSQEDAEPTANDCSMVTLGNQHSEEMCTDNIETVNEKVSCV
* hit, by the source's call; . = not tested or not shown. Not a hit list, and some 3.1% of all compounds hit somewhere here.

Value order: hiPSC survival	PDI inh	Granule exo inh	Vif inh	ABCB6 inh MLPCN	H9c2 protect	CaV13 ICDI inh	aDG glyco act	N-glyco inh	HTR2A ag
Cc1nc(CNS(=O)(=O)c2cccs2)cs1
  1.0	0	-2	-6	108	1	13	-0.3	0	3
Cc1ccc(N2CC(C(=O)Nc3cc(C)on3)CC2=O)c(C)c1 (stereo not given)
  0.0	-2	-10	18	98	2	-2	-0.1	1	-4
Cc1ccc(C2(C)NC(=O)N(CC(=O)Nc3cccnc3Cl)C2=O)cc1 (stereo not given)
  -0.5	-3	-1	24	94	-1	6	2.3	0	13
COC(=O)C1=C(N)c2ccccc2C1(C#N)c1ccccc1 (stereo not given)
  -2.7	3	-5	11	103	-8	-6	0.0	-1	-7
Cc1cccc(C)c1NC(=O)N1CC=C(n2c(=O)[nH]c3ccccc32)CC1
  2.6	12	-1	-4	101	-1	.	0.1	0	-5
COC(=O)c1ccc(NC(=O)Nc2ccc([N+](=O)[O-])cc2)cc1
  2.6	-37	7	-3	96	-9	1	-0.2	-2	-4
CCOC(=O)c1c(-c2ccc(F)cc2)csc1NC(=O)CCN1C(=O)c2ccccc2C1=O
  1.5	-1	-3	1	101	-1	-4	0.0	-2	9
CCOc1ccc(C2CC(=O)NC3=C2C(=O)CCC3)cc1Cl (stereo not given)
  -2.0	17	0	6	102	7	-2	-0.3	3	1
COc1ccc(CSc2nc3ccccc3[nH]2)cc1
  -4.8	7	3	.	98	-26	-4	0.9	-12	1
c1ccc(C(=NNc2nc3ccccc3s2)c2ccccn2)cc1
  2.9	0	45	3	639	52*	-7	-0.1	-12	-6
Cc1ccc(S(=O)(=O)N2CCN(C(=O)C3COc4ccccc4O3)CC2)cc1C (stereo not given)
  3.1	5	3	15	102	0	-3	0.4	-2	0
CNS(=O)(=O)c1cc(C(=O)O)ccc1OC
  -0.5	-6	-6	0	95	0	1	-0.1	4	0
N#Cc1ccc(CN(c2ccncc2)S(=O)(=O)c2ccccc2)cc1
  -0.4	7	-4	8	82	4	-4	-0.1	0	13
CCOc1ccccc1NC(=O)CSc1ccc(-c2ccco2)nn1
  0.1	20	3	-2	95	0	-9	0.0	0	-2
O=C(Nc1ccc(-c2ccc3nncn3n2)cc1)C1CCCCC1
  -0.2	2	0	-3	98	-3	-7	-0.1	-1	7
CSCC[C@H](NC(=O)N1CCn2c1nc1ccccc12)C(=O)NC1CCCCC1
  0.5	2	0	-1	99	-2	-14	0.2	2	-9
O=S(=O)(Nc1ccc2c(c1)OCCO2)c1cccc2cccnc12
  3.0	0	-1	.	107	-7	-4	-0.1	-3	1
CSc1nc(C)c2c(n1)N(c1ccc(F)cc1)CC2
  -0.1	1	-1	0	108	-7	.	0.0	-2	-8
CCc1ccc(C(=O)Nc2cc(C)on2)o1
  -0.5	-5	-8	3	98	0	-2	0.0	0	0
CC(=O)NC1=C(Nc2ccc(N(C)C)cc2)C(=O)c2ccccc2C1=O
  -0.6	8	-2	9	92	-18	-7	-0.1	-11	0
Cc1nc(NC(=S)Nc2ccccc2)sc1C
  1.7	22	-6	-1	98	-10	-3	0.3	-4	3
Cc1[nH]nc2c1C(C1CC=CCC1)C(C#N)=C(N)O2 (stereo not given)
  -1.4	-16	6	-11	96	-8	0	0.6	7	1
Cc1nn(Cc2ccc([N+](=O)[O-])cc2)c(=O)n1N(C)c1ncc(C(F)(F)F)cc1Cl
  4.3	-8	6	-7	89	3	-5	-0.1	10	-2
COc1ccc(Cl)cc1NC(=O)COC(=O)Cc1cccs1
  0.5	-9	2	26	92	6	-6	0.1	2	10
COc1cccc(CCNC(=O)CCc2nnc(Cc3cc(OC)ccc3OC)o2)c1
  -0.2	-1	1	-4	104	0	-5	-0.1	2	10
Cc1c(CCC(=O)O)c(=O)oc2cc(O)ccc12
  -2.3	5	4	-1	99	7	-9	-0.1	3	3
Cc1cccc(CN2C(=O)c3ccccc3Sc3ccc(C(=O)O)cc32)c1
  0.1	0	8	-4	98	2	-3	0.0	1	-2
CN(C)CCNC(=O)c1cccc(NS(=O)(=O)c2ccc(Cl)c(Cl)c2)c1
  -0.6	0	-2	2	98	0	-6	0.1	0	3
Cn1nc(-c2ccc(OCC(=O)Nc3cccnc3)cc2)c2ccccc2c1=O
  0.1	4	1	-14	98	-3	-5	0.2	4	2
CC(C)(C)c1ccc(C(=O)N2CCC(C(=O)NCc3ccco3)CC2)cc1
  -1.3	-2	1	9	123	-4	.	1.0	1	-2
CCC1CCCCN1CCCNC(=O)CSc1nc2nc(C)c(Cc3ccccc3Cl)c(C)n2n1 (stereo not given)
  -0.6	0	-8	4	95	-2	-6	-0.2	0	0
O=C(CCC(=O)Nc1ccc(Cl)cc1Cl)NNC(=O)Nc1ccccc1
  0.7	8	-1	-3	101	-5	15	-0.1	3	-1
CN1C2CCC1CC(NS(=O)(=O)c1ccc(C#N)cc1)C2 (stereo not given)
  -0.5	-4	2	1	99	2	.	0.0	1	16*
CN1C(=O)NC(NC(=O)c2ccco2)(C(F)(F)F)C1=O (stereo not given)
  -0.8	-4	2	1	99	-3	-4	-0.2	2	0
COc1ccc(N(C(C)=O)c2nc3ccccc3[nH]2)cc1
  -0.4	0	-4	-4	106	5	-5	0.0	1	-2
Cc1ccc(S(=O)(=O)N2CCCCC2C(=O)NCc2ccco2)cc1 (stereo not given)
  -1.4	6	-1	-6	89	2	-5	0.2	-1	-2
O=C(Cn1c(=O)n(CC(=O)N2CCCCC2)c(=O)c2sccc21)NCc1ccccc1
  -0.5	2	-2	-7	99	-1	-13	-0.1	0	1
Cc1nnc(SCC(=O)c2c(N)n(Cc3ccccc3)c(=O)n(C)c2=O)n1C
  3.0	0	0	-4	97	-3	-2	-0.1	3	3
Cc1ccc(C(=O)N2CCC(n3nccc3NC(=O)C3CCOC3)CC2)cc1 (stereo not given)
  -0.3	11	-10	.	98	0	-3	-0.2	-1	0
COc1ccc(Nc2nnc(SC(C)C(=O)NC3CC3)s2)cc1 (stereo not given)
  2.5	7	-1	6	95	2	-6	0.0	-2	1
COc1ccc2c(c1)C(C)=CC(C)(C)N2S(=O)(=O)c1ccc(C)cc1
  -2.2	4	-2	34	97	-22	3	-0.7	0	-6
COCCn1c(CN2CCN(C)CC2)nc2c1c(=O)n(C)c(=O)n2C
  -2.0	.	2	-2	98	24	-3	0.0	1	-1
Cc1onc(-c2c(F)cccc2Cl)c1C(=O)c1ccccc1
  -0.5	5	-3	-5	92	-2	-3	0.0	-1	-3
COc1ccc(C2=NOC(C)(c3nnc(-c4ccccc4)o3)C2)cc1 (stereo not given)
  -2.8	0	-10	.	96	-10	-5	0.0	-1	0
COc1ccc(NC(=O)CN2C(=O)COc3ccc(C)cc32)c(OC)c1
  -0.8	-6	-4	7	97	10	-21	0.0	4	3

The closing two records of the part before are carried over, then new ones follow:
Value order: hiPSC survival	PDI inh	Granule exo inh	Vif inh	ABCB6 inh MLPCN	H9c2 protect	CaV13 ICDI inh	aDG glyco act	N-glyco inh	HTR2A ag
COc1ccc(C2=NOC(C)(c3nnc(-c4ccccc4)o3)C2)cc1 (stereo not given)
  -2.8	0	-10	.	96	-10	-5	0.0	-1	0
COc1ccc(NC(=O)CN2C(=O)COc3ccc(C)cc32)c(OC)c1
  -0.8	-6	-4	7	97	10	-21	0.0	4	3
COc1ccc(-c2ccccc2[C@H]2[C@@H]3C=CC[C@@H](C)[C@@H]3C(=O)N2Cc2ccccc2)cc1
  -2.8	1	-1	-5	93	-14	-8	0.1	-12	-10
COc1ccc(C2Nc3ccccc3C(=O)N2Cc2ccco2)cc1COc1ccc(F)cc1 (stereo not given)
  -1.6	-2	1	-12	93	0	-5	0.4	-6	-4
CCOc1ccccc1NC(=O)COc1coc(CN2CCc3ccccc32)cc1=O
  -0.4	3	3	-8	97	-1	-7	0.3	-5	-1
Cc1cc(C)nc(N2CCC(C(=O)NCCc3ccc(Cl)cc3)CC2)n1
  0.9	3	0	8	76	-6	-2	-0.1	0	2
NNC(=O)c1ccc(COc2ccc3c(c2)CCC3)o1
  -1.0	-5	-6	6	94	-3	-2	-0.1	2	-4
CC1CN(C(=O)COC(=O)c2nn(-c3ccccc3)c(=O)c3ccccc23)CC(C)O1 (stereo not given)
  2.6	-5	1	-2	100	3	-19	0.2	1	5
C=CCc1ccc(OC)c(OC)c1
  -0.9	.	2	4	102	1	.	0.0	-1	6
O=[N+]([O-])c1ccc(/C=N\N2CCN(c3ccc(Cl)cc3)CC2)cc1
  2.5	3	-2	5	96	-9	-3	0.7	2	4
Cc1ccc(-c2ccc(/C=N/n3cnnc3)o2)cc1Cl
  -1.5	-3	-2	18	91	23	-1	0.2	-1	1
COC(=O)c1cc(NC(=O)C(C)c2ccc(CC(C)C)cc2)ccc1O (stereo not given)
  0.2	2	0	-5	96	-10	-5	1.7	-5	-4
O=C(N/N=C/c1ccccn1)c1cc([N+](=O)[O-])cc([N+](=O)[O-])c1
  -1.3	-4	1	-3	96	40	-4	0.0	13	-2
O=C(COC(=O)CCCN=C1NS(=O)(=O)c2ccccc21)NNC(=O)c1ccccc1
  -0.5	1	-10	8	101	-2	-4	-0.2	1	5
COc1ccc(NC(=S)NC23CN4CN(CN(C4)C2)C3)c(OC)c1
  0.5	-1	7	3	104	5	-5	-0.4	0	5
